Yfh1-off respiration: mitochondrial function rescue without frataxin homolog – Friedreich's ataxia, plus single-dose screen, dose response (AID 1465) | S. cerevisiae Yfh1-off respiration, WST-1 reduction, 72 h; higher fold induction means a stronger effect | fold induction at 50 µM; hits with a dose series show EC50 in µM | actives 0.074% (n = 220,000);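 active = fold induction of absorbance versus untreated yeast above a set limit, then at least 30% activation at any dose in follow-up; inconclusive = repeats straddling the limit, or above it without dose testing; inactive = fold induction below the set limit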;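 note: activators that raise dye reduction in frataxin-depleted yeast; strong numbers were not always called active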
Large T inhibition: SV40 large T antigen inhibitors, biochemical (AID 1903). SV40 large T antigen ATPase/helicase inhibition assay; higher % means a stronger effect. actives 0.39% (n = 310,000). inhibition, % at 20 µM; hits with a dose series show IC50 in µM; in the data active = a potency from the dose series; inconclusive = inhibition mostly from about 32% at the one dose, without a potency; inactive = the rest, 99 in 100 with inhibition below about 32%; note: strong numbers were not always called active
AID2073: inhibitors of Mint1-CaV2.2 protein interaction, biochemical, HTRF (AID 2073). actives 0.19% (n = 290,000). inhibition, % at 20 µM; hits with a dose series show IC50 in µM. HTRF protein-protein interaction, Mint1-CaV2.2; higher % means a stronger effect; in the data active = inhibition mostly above about 51%, no sharp cut-off; inconclusive = no clear call, values can overlap the other calls; inactive = mostly below about 53%; note: some results filed as inactive read as strong as hits
GPR35 antagonists: GPR35 antagonists blocking zaprinast-driven arrestin recruitment, primary screen, imaging, U2OS, beta-arrestin-GFP, zaprinast agonist (AID 2058). U2OS GPR35 beta-arrestin-GFP translocation imaging, zaprinast antagonism; higher % means a stronger effect. inhibition, % at 10 µM, or IC50 in µM where a hit was titrated. actives 0.052% (n = 290,000);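 active = inhibition of at least 50% with at least 30 cells and total cytoplasm GFP at most 10,000,000; inconclusive = under 30 cells or total GFP of 10,000,000 plus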
NTR1 agonist: NTR1-driven beta-arrestin-GFP spot formation – imaging, U2OS cells, high content, primary screen (AID 493036); P30989; agonist mode; activation, % at 20 µM; actives 0.17% (n = 330,000);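 active = activation at or above 40% of the spot to cytoplasm intensity ratio, with at least 20 cells analyzed; inconclusive = wells under 20 cells, flagged as cytotoxic or low count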;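 note: 0% = DMSO without peptide and 100% = 100 nM NTR1 peptide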
Target sequence (P30989 whole entry, looked up): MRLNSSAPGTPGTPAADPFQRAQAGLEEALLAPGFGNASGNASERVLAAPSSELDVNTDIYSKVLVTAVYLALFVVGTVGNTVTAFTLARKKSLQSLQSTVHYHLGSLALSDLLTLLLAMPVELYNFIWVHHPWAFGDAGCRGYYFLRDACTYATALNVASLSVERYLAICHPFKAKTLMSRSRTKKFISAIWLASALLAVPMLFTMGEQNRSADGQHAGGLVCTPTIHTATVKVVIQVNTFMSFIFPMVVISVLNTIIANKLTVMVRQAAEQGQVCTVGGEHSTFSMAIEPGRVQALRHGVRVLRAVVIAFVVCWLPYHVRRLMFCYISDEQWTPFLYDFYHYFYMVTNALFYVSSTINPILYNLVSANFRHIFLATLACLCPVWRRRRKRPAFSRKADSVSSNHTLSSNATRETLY
GPR55 beta-arrestin: selective activators of receptor GPR55 – imaging, U2OS cells, beta-arrestin-GFP redistribution, primary screen (AID 1961) | U2OS GPR55 beta-arrestin-GFP redistribution imaging; higher % means a stronger effect | one-dose activation, % at 10 µM; EC50 in µM for titrated hits | actives 0.048% (n = 290,000);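 active = activation above 40% with more than 50 cells counted in the well; inconclusive = wells holding fewer than 50 cells, flagged as toxic or sparse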;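 note: U2OS osteosarcoma cells stably expressing GPR55 and beta-arrestin-GFP; plate controls were DMSO negative control for no effect and LPI positive control for full effect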
GPR55 LPI antagonism: inhibition of LPI-stimulated GPR55 beta-arrestin translocation – imaging, U2OS, beta-arrestin-GFP, LPI agonist, primary screen (AID 2013); U2OS GPR55 beta-arrestin-GFP translocation imaging, LPI antagonism; higher % means a stronger effect; inhibition, % at 10 µM; hits with a dose series show IC50 in µM; actives 0.13% (n = 290,000);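 active = spots per cell inhibited over 60%, with over 100 cells counted and total cytoplasm intensity under 500,000; inconclusive = wells with under 100 cells, flagged as likely toxic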;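 note: U2OS cells stably carrying GPR55 and arrestin-GFP stimulated by 5 µM LPI near EC80; imaged beta-arrestin-GFP aggregate spots per cell after agonist stimulation; plate controls were LPI-stimulated DMSO wells for no effect and DMSO wells without LPI for full effect; some results filed as inactive read as strong as hits; confirmed hits need IC50 under 10 µM and bright autofluorescent wells are also inconclusive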
NS5 inhibitors: Dengue-2 NS5 methyltransferase inhibitors, primary screen, biochemical, confirmation dose response (AID 588689); actives 0.3% (n = 340,000); Dengue-2 NS5 methyltransferase capping enzyme assay, biochemical; higher % means a stronger effect; one-dose inhibition, % at 25 µM; IC50 in µM for titrated hits; in the data active = a potency from the dose series; inconclusive = inhibition above about 29% without an active follow-up result
MgcRacGAP inhibition: MgcRacGAP GTPase-activating activity inhibitors, confirmation, biochemical, ADP Hunter fluorescence. MgcRacGAP-stimulated Rac1 GTP hydrolysis, ADP Hunter fluorescence; higher % means a stronger effect; GST-tagged Rac1 F28L mutant substrate. actives 0.6% (n = 340,000). inhibition, % at 30 µM, or IC50 in µM where a hit was titrated. AID 624330;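 active = first-screen hits whose inhibition reached a set limit at any dose in the follow-up dose series; inconclusive = inhibition above the set first-screen limit but never retested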;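 note: fluorescence reports GDP produced by GAP-driven GTP hydrolysis; strong numbers were not always called active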
NTR1 agonist cell count 20 µM: recorded beside NTR1 agonist, whose call it bears; cell count; measured here: cell count, cytotoxicity flag
NS5 inhibitors pilot replicate: recorded beside NS5 inhibitors, whose call it bears; inhibition, %; measured here: pilot screen replicate inhibition
The depositor's hits bear a star; i = inactive; ? = inconclusive; · = not tested or not shown.

SMILES | Yfh1-off respiration | Large T inhibition | AID2073 | GPR35 antagonists | NTR1 agonist | NTR1 agonist cell count 20 µM | GPR55 beta-arrestin | GPR55 LPI antagonism | NS5 inhibitors | MgcRacGAP inhibition | others
COc1cc(C(=O)NNC(=S)NC(=O)c2ccc(Cl)cc2)cc(OC)c1OC | i | 18% | -28% | -3% | 1.5 | 52 | -0.1% | 13% | 1% | 12%
CC1CCCN(CCOCCSc2ccccc2)C1 (stereo unspecified) | i | 1% | -8% | 3% | -0.9 | 43 | 0.0% | 10% | 1% | 18%
Cc1ccc(N=CC2=C(O)CC(c3ccco3)CC2=O)cc1 (stereo unspecified) | i | 16% | 2% | 12% | 2.0 | 83 | -0.1% | 21% | 1% | 2% | NS5 inhibitors pilot replicate=0.9
Cc1c(NC(=O)/C(=C\c2ccccc2)NC(=O)c2ccccc2)c(=O)n(-c2ccccc2)n1C | i | 24% | 0% | -1% | 2.4 | 84 | 0.2% | -6% | -6% | 6%
CC(=O)Nc1ccc(N2C(=O)CSC2c2ccc(F)cc2)cc1 (stereo unspecified) | i | 2% | 8% | 4% | 0.3 | 70 | 0.2% | 4% | 0% | 7%
c1coc(-c2nc3nc4ccccc4n3nc2-c2ccco2)c1 | i | 19% | -5% | 4% | -1.0 | 53 | 0.4% | 3% | 99µM* | 21%
CCOC(=O)c1sc(NC(=O)CC(C)c2ccccc2)nc1C (stereo unspecified) | · | 2% | 6% | 11% | 0.1 | 57 | 0.3% | 0% | -6% | 16%
O=C(c1ccc(Cl)s1)N1CCN(c2ccccc2)CC1 | i | 14% | 2% | -13% | 0.3 | 62 | 0.4% | -8% | -5% | 3%
COc1ccc(N(Cc2cc(=O)[nH]c3ccccc23)C(=O)c2ccco2)cc1 | i | 3% | -3% | 13% | 1.3 | 53 | -0.3% | 4% | -7% | 3%
CSc1cnn(Cc2ccccc2)c(=O)c1SCc1ccccc1 | i | 24% | -24% | -13% | · | · | -0.3% | 7% | -1% | 5%
Cc1ccc(CN2CCC(n3nccc3NC(=O)c3ccccc3C)CC2)o1 | · | 15% | 2% | -3% | 0.3 | 83 | -0.1% | 5% | 3% | 1%
COc1cc(NC(=O)c2cc(-n3cnnc3)ccc2Cl)cc(OC)c1 | i | 1% | -1% | 4% | 0.4 | 65 | 0.0% | 10% | -2% | 12%
Cc1cc(C(F)(F)F)n2[nH]c(=O)c(N=Nc3ccccc3)c2n1 | i | 5% | 6% | -1% | 2.2 | 32 | -0.4% | -6% | 0% | 10%
CCOC(=O)/C(C(=O)Nc1ccc(Br)cc1)=C1/NC(C)(C)Cc2ccccc21 | i | 14% | -4% | -5% | 3.3 | 32 | 0.4% | 5% | 0% | -1%
COc1ccc(OC)c(Nc2nc(N(C)c3ccccc3)nc(N)c2[N+](=O)[O-])c1 | · | -3% | 13% | -5% | 30 | 87 | -0.1% | 8% | -1% | 1%
C[C@H](O)C(=O)C1=Nc2c(nc(N)[nH]c2=O)NC1 | · | 9% | · | · | -1.2 | 58 | · | · | 4% | -1%
CSc1nsc(SC)c1C(=O)Nc1ccc(C)cc1 | i | -2% | -5% | 10% | -0.4 | 34 | 0.0% | 17% | 6% | 1%
O=C1CCCN1CCC(=O)N1CCCC(CO)(Cc2ccccc2)C1 (stereo unspecified) | · | · | 10% | 35% | -0.9 | 81 | -0.2% | 3% | -4% | 7%
CCOC(=O)CN1C(=O)N(c2ccccc2OC)S(=O)(=O)c2ccccc21 | · | 5% | 1% | -2% | -0.9 | 79 | -0.1% | 2% | -3% | 6%
CCOC(=O)C1CCN(CCC(=O)Nc2cccc(C)c2)CC1 | i | 8% | -8% | 14% | -0.2 | 88 | 0.3% | 12% | -10% | 2%
Cc1cc(C)nc(S/C=C/C(=O)c2ccccc2F)n1 | i | 10% | -70% | 4% | 20 | 38 | 0.3% | -2% | -5% | 16%
COc1ccccc1NC(=O)CCc1c(C)[nH]c(=O)c(C#N)c1C | i | 28% | 11% | 22% | -0.6 | 44 | -0.1% | 6% | -1% | 6%
COc1cc(/C=N\Nc2ccc([N+](=O)[O-])cn2)ccc1OCC(=O)O | i | 23% | -2% | -3% | 0.6 | 46 | -0.1% | 3% | · | ·
CCCCSCCCNC(=O)c1cn(CC)c2ccc(S(=O)(=O)N3CCOCC3)cc2c1=O | · | -4% | -8% | 4% | 1.7 | 52 | -0.2% | -2% | 2% | 6%
COCCCn1c(SCC(=O)Nc2ccc(NC(C)=O)cc2)nc2sc3c(c2c1=O)CCC3 | · | 7% | 8% | 6% | 3.2 | 48 | 0.7% | -5% | -2% | 6%
CCC1CCc2sc(C(=O)N(C)CC(=O)Nc3ccc(N4CCOCC4)cc3)cc2C1 (stereo unspecified) | · | 25% | · | · | -0.5 | 52 | · | · | -5% | 10%
COc1ccccc1C(=O)N1CCc2ccccc21 | i | -2% | -2% | 2% | 0.4 | 50 | -0.2% | 7% | -5% | -3%
CC(NC(=O)Nc1ccc(F)cc1)C(c1cccs1)N1CCCC1 (stereo unspecified) | i | 22% | 0% | 9% | -0.7 | 68 | 0.3% | 0% | -2% | 9%
COC(=O)Cn1c(=NC(=O)CSCC(=O)Nc2cc(C)on2)sc2cc(C(=O)OC)ccc21 | i | 11% | -5% | -2% | -0.8 | 107 | -0.1% | 9% | -4% | 6%
Cc1ccc(SCC(=O)c2c(C)nc3cc(C)ccn23)cc1 | i | 9% | 4% | 15% | 3.0 | 54 | 0.3% | 9% | -2% | 7%
C=CCn1c(SCC(=O)Nc2sccc2C(N)=O)nc2ccc(Cl)cc2c1=O | i | 10% | 0% | -10% | 8.1 | 38 | -0.1% | -3% | -5% | 2%
CC(C)CCNC(=O)CC1Nc2c3ccccc3nc(=S)n2C1=O (stereo unspecified) | i | 1% | 7% | 17% | -0.4 | 64 | -0.1% | 8% | 4% | 6%
Cc1cc(-c2ccccc2)nc2oc(C(=O)NN)c(N)c12 | i | 17% | 22% | -5% | -0.7 | 41 | -0.2% | 0% | 2% | 6%
Oc1ccc(Cl)cc1-c1cc(-c2ccco2)[nH]n1 | i | 9% | -3% | 5% | 11 | 57 | 0.0% | 14% | -8% | 13%
COCCC(=O)N1CCC(Oc2ccc(C(=O)NCc3cc(C)n(C)n3)cc2)CC1 | · | 1% | 5% | 8% | 0.0 | 68 | -0.2% | 1% | -6% | 13%
COc1ccc(/C=C(\C#N)C(=O)NCc2ccccc2)cc1O | · | 8% | 22% | 4% | -0.5 | 58 | 0.9% | 2% | -8% | 4%
C/C(=C/c1ccccc1)C(=O)N1CCN(c2ccccc2)CC1 | · | 9% | -5% | 15% | 1.0 | 67 | -0.1% | 6% | -7% | -11%
CCOCCOC(=O)c1cccc(NC(=O)OCC)c1 | i | 13% | 2% | 4% | -1.4 | 55 | 0.2% | 7% | -6% | 3%
O=C(CSc1nc2ccccc2[nH]1)NCCc1ccc(Cl)cc1 | i | 5% | -7% | 6% | 0.3 | 48 | 0.9% | 12% | 10% | -6%
CN1CCCN(Cc2ccccc2Br)CC1 | · | 2% | 20% | -5% | -0.8 | 65 | 0.0% | 4% | -1% | ?
O=C(CSCc1ccc(Cl)cc1)Nc1cccc(C(=O)Nc2ccccc2C(=O)O)c1 | i | 5% | 1% | 28% | 1.5 | 71 | 0.2% | 9% | 23% | 0%
O=C(N/N=C1/CCSC1)c1cccc([N+](=O)[O-])c1 | i | 6% | 0% | 6% | 6.1 | 71 | 0.3% | 3% | -4% | 1%
O=C(CSc1nnc(COc2ccccc2)o1)Nc1ccc(F)cc1 | · | 8% | 10% | 5% | -1.4 | 51 | -0.1% | 10% | -5% | 4%
CSc1nc2nc3c(cc2c(=O)[nH]1)C(O)Oc1ccc(C)cc1-3 (stereo unspecified) | i | 13% | 27% | 0% | 0.0 | 47 | -0.2% | -5% | -13% | 8%
Cc1cc(OCc2cc(C(=O)N(C)CC3CCOCC3)no2)cc(C)c1Cl | · | 10% | -8% | -10% | 0.1 | 60 | 0.2% | -1% | -9% | 5%
CCOC(=O)c1sc(NC(=O)Cc2ccc(F)cc2)nc1C | i | 5% | -10% | 9% | 1.5 | 57 | -0.4% | 10% | -4% | 4%
Cn1ncc(Cl)c1C(=O)NC1CCCC1 | · | 12% | 10% | 5% | 0.7 | 53 | 0.2% | 2% | 2% | 10%
O=C(Nc1ccc(F)cc1)c1ccc(C(=O)N2CCCC(O)C2)cc1 (stereo unspecified) | · | 12% | · | · | 0.0 | 86 | · | · | -2% | 3%
Cc1[nH]nc2c1C(c1cn[nH]c1-c1ccc(F)cc1)C(C#N)=C(N)O2 (stereo unspecified) | i | 2% | 24% | -2% | 4.6 | 73 | -0.1% | -2% | -3% | 0%

Ordered by molar mass (ascending): some entries from above
SMILES | Yfh1-off respiration | Large T inhibition | AID2073 | GPR35 antagonists | NTR1 agonist | NTR1 agonist cell count 20 µM | GPR55 beta-arrestin | GPR55 LPI antagonism | NS5 inhibitors | MgcRacGAP inhibition | others
Cn1ncc(Cl)c1C(=O)NC1CCCC1 | · | 12% | 10% | 5% | 0.7 | 53 | 0.2% | 2% | 2% | 10%
O=C(N/N=C1/CCSC1)c1cccc([N+](=O)[O-])c1 | i | 6% | 0% | 6% | 6.1 | 71 | 0.3% | 3% | -4% | 1%
CCOC(=O)c1sc(NC(=O)Cc2ccc(F)cc2)nc1C | i | 5% | -10% | 9% | 1.5 | 57 | -0.4% | 10% | -4% | 4%
Cc1[nH]nc2c1C(c1cn[nH]c1-c1ccc(F)cc1)C(C#N)=C(N)O2 (stereo unspecified) | i | 2% | 24% | -2% | 4.6 | 73 | -0.1% | -2% | -3% | 0%
O=C(Nc1ccc(F)cc1)c1ccc(C(=O)N2CCCC(O)C2)cc1 (stereo unspecified) | · | 12% | · | · | 0.0 | 86 | · | · | -2% | 3%
O=C(CSCc1ccc(Cl)cc1)Nc1cccc(C(=O)Nc2ccccc2C(=O)O)c1 | i | 5% | 1% | 28% | 1.5 | 71 | 0.2% | 9% | 23% | 0%

Screens as filed in PubChem.
